# Screens deposited in PubChem BioAssay by University of Kansas High Throughput Screening Laboratory.
# Pf apPOL inh = Pf-apPOL inhibitors, biochemical, fluorescence; Plasmodium falciparum apicoplast DNA polymerase (apPOL); inhibition, % at 10 µM; 0.25% of 210,000 active; AID 1794808, 2022; Recombinant Pf-apPOL, molecular beacon fluorescence, 1.5 h
# mHTT CaM bind = mutant huntingtin-calmodulin interaction inhibitors – biochemical, AlphaScreen, primary screen; P42858; AlphaScreen His-mHTT/GST-CaM binding, luminescence; inhibition, % at 15 µM; 3.6% of 190,000 active;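 further: 0% = both proteins with DMSO and 100% = one protein alone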
# Target sequence (P42858 whole entry, looked up, stated change not applied): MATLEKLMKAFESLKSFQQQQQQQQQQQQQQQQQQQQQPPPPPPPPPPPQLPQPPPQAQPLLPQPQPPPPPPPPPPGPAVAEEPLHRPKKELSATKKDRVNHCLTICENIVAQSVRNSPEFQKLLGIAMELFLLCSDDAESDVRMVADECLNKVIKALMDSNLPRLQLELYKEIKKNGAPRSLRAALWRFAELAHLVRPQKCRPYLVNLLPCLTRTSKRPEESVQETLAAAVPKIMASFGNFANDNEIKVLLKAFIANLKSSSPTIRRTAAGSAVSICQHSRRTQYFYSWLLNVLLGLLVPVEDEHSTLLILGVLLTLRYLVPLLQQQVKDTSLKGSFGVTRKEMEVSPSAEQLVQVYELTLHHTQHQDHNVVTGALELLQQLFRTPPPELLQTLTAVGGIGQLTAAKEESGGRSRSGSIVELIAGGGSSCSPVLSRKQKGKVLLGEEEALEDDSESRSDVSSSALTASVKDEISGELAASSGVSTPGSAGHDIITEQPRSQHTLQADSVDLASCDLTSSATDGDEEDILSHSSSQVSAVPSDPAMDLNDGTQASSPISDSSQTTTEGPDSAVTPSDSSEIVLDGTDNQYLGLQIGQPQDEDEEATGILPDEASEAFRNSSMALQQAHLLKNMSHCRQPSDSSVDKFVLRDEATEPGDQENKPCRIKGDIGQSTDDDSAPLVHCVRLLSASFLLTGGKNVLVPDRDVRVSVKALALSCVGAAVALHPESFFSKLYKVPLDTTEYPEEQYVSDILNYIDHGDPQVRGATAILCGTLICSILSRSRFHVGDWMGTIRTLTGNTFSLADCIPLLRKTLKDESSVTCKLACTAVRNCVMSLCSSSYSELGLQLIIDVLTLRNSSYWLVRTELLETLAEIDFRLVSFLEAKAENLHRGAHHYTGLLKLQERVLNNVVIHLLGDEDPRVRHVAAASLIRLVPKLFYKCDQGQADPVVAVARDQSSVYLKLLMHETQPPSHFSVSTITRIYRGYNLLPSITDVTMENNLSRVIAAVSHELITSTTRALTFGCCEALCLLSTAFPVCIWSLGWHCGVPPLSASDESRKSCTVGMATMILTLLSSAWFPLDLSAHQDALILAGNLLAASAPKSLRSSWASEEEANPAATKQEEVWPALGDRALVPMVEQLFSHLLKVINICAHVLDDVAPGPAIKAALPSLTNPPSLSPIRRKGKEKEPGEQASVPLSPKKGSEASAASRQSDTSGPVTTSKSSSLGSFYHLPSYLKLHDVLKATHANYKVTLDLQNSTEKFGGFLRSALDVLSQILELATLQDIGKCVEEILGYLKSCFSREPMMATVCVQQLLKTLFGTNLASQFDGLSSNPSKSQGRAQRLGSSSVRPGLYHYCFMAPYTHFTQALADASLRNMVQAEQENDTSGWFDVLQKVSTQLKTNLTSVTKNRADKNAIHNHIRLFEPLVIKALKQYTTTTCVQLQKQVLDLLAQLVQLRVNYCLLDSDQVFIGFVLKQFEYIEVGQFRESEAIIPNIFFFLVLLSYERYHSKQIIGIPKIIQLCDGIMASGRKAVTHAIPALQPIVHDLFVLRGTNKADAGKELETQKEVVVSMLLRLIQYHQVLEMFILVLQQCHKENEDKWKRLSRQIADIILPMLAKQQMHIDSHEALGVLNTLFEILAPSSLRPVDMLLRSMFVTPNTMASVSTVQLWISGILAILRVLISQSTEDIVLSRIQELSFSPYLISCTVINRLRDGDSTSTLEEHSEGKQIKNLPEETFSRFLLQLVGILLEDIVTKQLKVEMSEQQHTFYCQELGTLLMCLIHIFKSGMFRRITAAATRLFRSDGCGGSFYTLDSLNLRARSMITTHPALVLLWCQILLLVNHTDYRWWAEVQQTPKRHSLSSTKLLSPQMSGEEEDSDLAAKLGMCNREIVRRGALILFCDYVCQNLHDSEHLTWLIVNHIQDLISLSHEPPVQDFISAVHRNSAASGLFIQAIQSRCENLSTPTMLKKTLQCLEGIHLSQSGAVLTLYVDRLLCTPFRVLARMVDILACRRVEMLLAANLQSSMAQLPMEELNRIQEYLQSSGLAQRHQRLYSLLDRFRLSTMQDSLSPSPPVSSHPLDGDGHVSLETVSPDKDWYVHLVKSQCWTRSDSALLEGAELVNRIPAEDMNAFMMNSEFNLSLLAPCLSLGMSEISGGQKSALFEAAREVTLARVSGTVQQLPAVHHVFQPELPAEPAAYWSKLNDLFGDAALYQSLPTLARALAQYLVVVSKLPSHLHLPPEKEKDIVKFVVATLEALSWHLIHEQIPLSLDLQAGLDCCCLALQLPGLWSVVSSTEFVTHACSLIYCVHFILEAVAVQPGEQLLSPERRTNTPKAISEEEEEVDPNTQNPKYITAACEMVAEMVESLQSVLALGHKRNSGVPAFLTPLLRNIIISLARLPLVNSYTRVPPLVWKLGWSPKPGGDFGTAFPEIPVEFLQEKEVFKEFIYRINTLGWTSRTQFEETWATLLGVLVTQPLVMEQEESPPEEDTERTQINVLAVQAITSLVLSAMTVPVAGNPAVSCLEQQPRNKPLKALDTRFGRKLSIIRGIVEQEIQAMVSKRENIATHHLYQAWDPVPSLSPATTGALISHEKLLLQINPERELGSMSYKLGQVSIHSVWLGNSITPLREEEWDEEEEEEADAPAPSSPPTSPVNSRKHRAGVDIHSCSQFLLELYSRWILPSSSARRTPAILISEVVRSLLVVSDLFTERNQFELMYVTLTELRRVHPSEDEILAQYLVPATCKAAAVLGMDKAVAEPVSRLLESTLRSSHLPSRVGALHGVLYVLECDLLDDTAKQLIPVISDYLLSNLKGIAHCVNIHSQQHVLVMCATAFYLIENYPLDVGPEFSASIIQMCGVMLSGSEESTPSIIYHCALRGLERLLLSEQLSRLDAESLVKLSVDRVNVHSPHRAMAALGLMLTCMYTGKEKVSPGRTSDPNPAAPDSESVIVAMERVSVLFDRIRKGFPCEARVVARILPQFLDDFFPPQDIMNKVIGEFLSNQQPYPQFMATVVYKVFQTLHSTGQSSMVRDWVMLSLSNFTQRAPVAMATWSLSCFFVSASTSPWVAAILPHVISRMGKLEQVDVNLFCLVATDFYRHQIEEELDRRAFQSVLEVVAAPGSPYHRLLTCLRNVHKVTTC
# * = called active by the depositor; i = inactive; / = not tested or not shown; & = joins results of further samples. No stated cut-off is given here; in the data, active means inhibition above about 50%; inactive means the rest.
# The first 3 entries, to show the layout:
SMILES,Pf apPOL inh,mHTT CaM bind
O=C(NCC1COC2(CCCCC2)O1)C12CC3CC(CC(C3)C1)C2 (stereo not drawn),-4,-6
Cc1ccc(OCCOCCN2CCCCC2)cc1,0,-12
COc1ccc(NC(=O)Nc2ccc(Cl)c(Cl)c2)cc1OC,8,7

# Results, previewed entries included:
SMILES,Pf apPOL inh,mHTT CaM bind
O=C(NCC1COC2(CCCCC2)O1)C12CC3CC(CC(C3)C1)C2 (stereo not drawn),-4,-6
Cc1ccc(OCCOCCN2CCCCC2)cc1,0,-12
COc1ccc(NC(=O)Nc2ccc(Cl)c(Cl)c2)cc1OC,8,7
Cc1c(Cl)cccc1NC(=O)Cn1nc(N(C)C)c2ccccc2c1=O,-2,20
COCc1nnc(NC(=O)c2ccc(S(=O)(=O)N(CCC#N)CCC#N)cc2)o1,-15,17
Cc1ccc(N=Cc2nc(-c3ccccc3Br)oc2O)c(C)c1,0,-8
Cc1ccc(C(=O)Nc2sc3c(c2C#N)CCCC3)cc1S(=O)(=O)N1CCOCC1,-3,10
O=C(Cc1cccc(F)c1)Nc1cc(F)c2nc(N3CCOCC3)ccc2c1,-1,-3
CN(Cc1ccccc1)c1nc2c(c(=O)[nH]c(=O)n2C)n1Cc1ccccc1Cl,-5,3
COc1ccc(-c2nnc(N3CCC(C(=O)Nc4ccccc4OC)CC3)o2)cc1,-3,27
N#Cc1ccc(Oc2ccccc2Cl)c([N+](=O)[O-])c1,11,/
COc1ccc2c3c1OC1CC(O)C=CC31CCN(C)C2 (stereo not drawn),-4&2,-5
O=C(c1ccncc1)N1CCc2nc(-c3ccc(F)cc3)ncc2C1,4,-10
CCc1ccccc1S(=O)(=O)N1CCC(c2nc(CNC(=O)C3CCC3)cs2)CC1,-4,6
Cc1cccc(NC2=C(C#N)C(=O)NC3(CCCC3)S2)c1,0,/
O=C(Cc1ccc(F)cc1)N1CCC(c2ccn3ncc(C(=O)N4CCCCC4)c3c2)CC1,-1,15
COc1cc(/C=C/c2cc(C(F)(F)Cl)[nH]c(=O)n2)ccc1O,1,26
CN1CCCN(CC(c2ccccc2)c2ccccc2)CC1,2,0
O=C(NCc1cccs1)c1cn(-c2ccccc2Cl)nn1,1,-2
O=S(=O)(c1ccc(F)c(Cl)c1)N1CCN(Cc2noc3ccccc23)CC1,0,-20
OC(CNC1CCCC1)COc1ccc(C23CC4CC(CC(C4)C2)C3)cc1 (stereo not drawn),-4,10
COc1ccc(Oc2nc3c(c(=O)n(C)c(=O)n3C)n2Cc2ccc(Cl)cc2)cc1,0,1
CC(NC(=O)CN1C(=O)/C(=C/c2ccc(Cl)cc2)Sc2ccccc21)c1ccccc1 (stereo not drawn),0,7
C=CCn1c(SCC(=O)Nc2ccc(C)cc2)nnc1-c1ccccc1Br,-2,2
N#CCc1ccc(NC(=O)Nc2ccc(OC(F)(F)F)cc2)cc1,2&-2,/
Cc1cccn2c(=O)c3cc(C(=O)N4CCOCC4)c(=N)n(CCN4CCOCC4)c3nc12,-4,0
COc1cc2c(cc1OC)C(C(=O)N(C)CCc1ccccn1)C(c1ccccc1F)N(C)C2=O (stereo not drawn),-7,-13
CCNC(=O)NC1CCN(c2ccc(C)cc2)C1=O (stereo not drawn),5,-4
COc1ccc(C=C2Oc3cc(OCC(=O)OCc4ccccc4)ccc3C2=O)cc1OC,-7,-3
CCNC(=O)C1CC(=O)N(CCc2c[nH]c3ccc(Cl)cc23)C1 (stereo not drawn),-2,5
O=[N+]([O-])c1cc(CN2CCCC2)c2cccnc2c1O,0,100*
O=C(C=Cc1ccccc1)NC(=S)Nc1ccc(S(=O)(=O)Nc2ccc(C(F)(F)F)cc2)cc1,-8,/
COc1ccc(NC(=O)COc2ccc(Br)cc2C)c(OC)c1,1,-6
O=[N+]([O-])c1cccc(-c2ccc(SCc3ccccn3)nn2)c1,-3,-12
CCCCCCOc1ccccc1/C=c1\sc2ncnn2c1=O,1,7
COc1cc(C(=O)O/N=C(\N)c2ccccn2)cc(OC)c1OC,-1,i
O=C(CN1CCC(c2nc(-c3ccccc3Cl)no2)CC1)NCc1ccccc1,-4,13
N#Cc1ccccc1OCC(=O)Nc1ccccc1,-3,-19
Cc1ccc(NC(=O)N2CCC(c3nc4cccnc4n3C)C2)cc1 (stereo not drawn),-2,-9
COc1cccc(C2=NOC(C(=O)Nc3ccccc3C(F)(F)F)C2)c1OC (stereo not drawn),-2,-13

# Molecules above that have an aryl thioether with sulfur outside any ring:
SMILES,Pf apPOL inh,mHTT CaM bind
C=CCn1c(SCC(=O)Nc2ccc(C)cc2)nnc1-c1ccccc1Br,-2,2
O=[N+]([O-])c1cccc(-c2ccc(SCc3ccccn3)nn2)c1,-3,-12

# (continued)
SMILES,Pf apPOL inh,mHTT CaM bind
O=C(c1ccco1)N1CCCC(c2ccnc(Nc3ccc(F)cc3)n2)C1 (stereo not drawn),-3,-3
O=C(C1CCCC1)N1CCC(c2nc(-c3ccncc3)n[nH]2)CC1,2,-13
CCOc1ccc(CCNC(=O)CCSCc2ccccc2F)cc1OCC,-7,15
Cc1nc2c(C(=O)N3CCCCC3)cnn2c(C)c1Cc1cccc(Br)c1,-7,-8
O=C(c1ccc(COc2cc(Cl)ccc2Cl)o1)N1CCSCC1,-3,-2
COC(=O)c1ccc(C(=O)Nc2nnc(-c3ccn(C(C)C)n3)o2)cc1,-3,65*
Cc1ccc(C)c(NC(=O)CSc2cn(CCNC(=O)c3cccs3)c3ccccc23)c1,-1,0
O=C(Nc1ccccc1Cl)O[C@@H]1C[C@H]2C[C@@H]1[C@H]1CCCCN1[C@H]2Cc1ccccc1,-5,40
CC1(C(=O)NCc2ccccc2)CCCN(C(=O)Nc2ccccc2C(F)(F)F)C1 (stereo not drawn),0,5
COc1ccccc1N1C(=O)c2cccc(N)c2C1=O,-2,-15
CC1CC(C)CN(S(=O)(=O)c2ccc3nc(-c4ccccc4)[nH]c3c2)C1 (stereo not drawn),14,16
COc1ccc(CNC(=O)C2CC(=O)N(CCC(C)C)C2)cc1 (stereo not drawn),6,-1
Cc1cccc(N(C)C(=O)c2coc(=O)c3ccccc23)c1,-4,0
O=C1c2ccccc2S(=O)(=O)N1Cc1ccc(Cl)cc1Cl,4,-11
COc1ccc(-n2nc3cc(C)c(NC(=O)COc4ccc([N+](=O)[O-])cc4)cc3n2)cc1,-14,-2
Cc1nn(Cc2ccccc2)c(C)c1S(=O)(=O)O,-2,-6
COc1cc(C2SCCS2)cc(Br)c1Oc1ccc(C(F)(F)F)cc1[N+](=O)[O-],2,/
Cc1onc(-c2ccccc2Cl)c1C(=O)NCC12CC3CC(CC(C3)C1)C2,-3,19
O=C(c1ccc2nc3cc(Cl)ccc3c(=O)n2c1)N1CCN(c2ccc([N+](=O)[O-])cc2)CC1,-5,10
O=S1(=O)c2ccc(Br)cc2OC[C@H](Cc2ccccc2)N1Cc1cn(Cc2ccc(Br)cc2)nn1,-3,1
O=C(Nc1ccc(I)cc1)c1ccccc1[N+](=O)[O-],-8,1
Cn1cnnc1SCC(=O)N1N=C(c2cccs2)CC1c1ccc(F)cc1 (stereo not drawn),-1,-7
O=C(c1cnc2n(c1=O)CCS2)N1CCCc2ccccc21,-23,0
COCCCNC(=O)C1C2C(=O)N(Cc3ccccc3)CC23C=CC1(C)O3 (stereo not drawn),-9,36
COc1cccc(CC(=O)NNC(=O)c2ccc3nccnc3c2)c1,-2,/
Cc1c(Cl)cccc1NC(=O)Cc1nnc(-c2ccc3ncccc3c2)o1,3,-3
CC(=O)NCCc1csc(C2CCN(C(=O)Nc3cccc(Cl)c3)CC2)n1,-2,7
CC1=C(C)/C(=N/OC(=O)c2ccccc2)C=C(Br)C1=O,7,i
CC(C)(CC(=O)N1CCN(c2ccccc2)CC1)Sc1ccc(Cl)cc1,1,/
CCSc1nnc(-c2nn(C)c3c2CN(C(=O)c2cc(OC)cc(OC)c2)CC3)n1C,0,7
COc1ccc(NC(=O)C2CCN(S(=O)(=O)c3ccccc3)CC2)cc1Cl,-10,-3
COc1ccc(CNC(=O)c2cccc(C3CCCN(C(=O)NC(C)C)C3)c2)cc1 (stereo not drawn),-2,1
CC(=O)N1CCC(COc2ccc(C(=O)N3CCC(C)CC3)cc2)CC1,-4,-13
COc1cc2c(cc1OC)C(Nc1ccccc1)=NC(C)(C)C2,0,-2
CC12CN3CC(C)(CN(C1)C3c1cc(Br)ccc1O)C2=O (stereo not drawn),-1,0
CCOC(=O)c1noc(C)c1-c1csc(NN=Cc2ccccc2Cl)n1,20&-2,/
O=C(CN(c1ccccc1)S(=O)(=O)c1ccccc1[N+](=O)[O-])Nc1ccccc1Cl,-5,16
CC1(C)CC2CC(C)(CN2c2nc(-c3ccco3)cc(C(F)(F)F)n2)C1 (stereo not drawn),-6,5
COc1cc(NC(=O)COc2ccc(C)cc2Br)cc(OC)c1,-6,-1
CCCn1ncc(N2CCC(C(=O)NCc3ccccn3)CC2)cc1=O,-5,4

# In another format: entries from further up
SMILES: COC(=O)c1ccc(C(=O)Nc2nnc(-c3ccn(C(C)C)n3)o2)cc1
  Pf apPOL inh: -3
  mHTT CaM bind: 65*

SMILES: Cc1ccc(C)c(NC(=O)CSc2cn(CCNC(=O)c3cccs3)c3ccccc23)c1
  Pf apPOL inh: -1
  mHTT CaM bind: 0

SMILES: O=C(Nc1ccccc1Cl)O[C@@H]1C[C@H]2C[C@@H]1[C@H]1CCCCN1[C@H]2Cc1ccccc1
  Pf apPOL inh: -5
  mHTT CaM bind: 40

SMILES: CC1(C(=O)NCc2ccccc2)CCCN(C(=O)Nc2ccccc2C(F)(F)F)C1 (stereo not drawn)
  Pf apPOL inh: 0
  mHTT CaM bind: 5

# (listing goes on)
SMILES,Pf apPOL inh,mHTT CaM bind
O=C(Nc1ccc(Cl)cc1)c1ccc([N+](=O)[O-])cc1,-219,-3
O=S1(=O)CC(N2CCCCC2)CN1Cc1cn(Cc2ccc(C(F)(F)F)cc2)nn1 (stereo not drawn),-17,-12
CC(C)(C)c1ccc(NC(=O)C(Cl)(Cl)Cl)c([N+](=O)[O-])c1,-2,/
CCCn1c(=O)c(N2CCN(C(=O)Nc3ccc(SC)cc3)CC2)nc2ccncc21,-7,5
CC(C)Cc1c(C#N)c(N)nc(SC(C(N)=O)c2ccccc2)c1C#N (stereo not drawn),0,-3
COc1ccc(C2C3C(=O)N(c4ccc([N+](=O)[O-])cc4)C(=O)C3N3CCCN23)cc1 (stereo not drawn),2,-1
COc1ccc(C(=O)NCC2Cc3cc(F)ccc3O2)cc1 (stereo not drawn),-4,-3
Cc1ccc(S(=O)(=O)N2CCN(c3cccc(F)c3)C(=O)C2C)cc1 (stereo not drawn),-2,0
CC(=O)N1CCc2ccccc2C1C(=O)NCc1ccc(F)cc1F (stereo not drawn),-5,1
CCN1CC23C=CC(O2)C(C(=O)O)C3C1=O (stereo not drawn),1,-1
Cc1cccc(C(=O)Nc2ccc(Cn3cncn3)cc2)c1,1,0
COC(=O)C=C1OC(c2ccc(OC)cc2)=CC1=O,-20,/
CCCNC(=O)N1CCCC(C)(C(=O)NCc2cccc(OC)c2)C1 (stereo not drawn),1,-6
Cc1ccc(C2=N/C(=C\c3cccc(Cl)c3)C(=O)O2)cc1[N+](=O)[O-],-2,9
Cn1ncc(N2CCCC(C(=O)NCCCN3CCOCC3)C2)cc1=O (stereo not drawn),-4,-6
Cc1ccc(CN2CCN(C3CCN(C(=O)Nc4cc(C)cc(C)c4)CC3)C2=O)cc1,-7,8
CCOc1ccc(-c2c(C#N)c(N)nc(SCC#N)c2C#N)cc1,-3,5
Fc1ccc(C2C=C(c3ccc(F)cc3F)Nc3ncnn32)cc1 (stereo not drawn),1,1
Cc1ccc(C(=O)Nc2c(Cl)cccc2Cl)cc1C,3,-2
N#Cc1c(SCC(=O)c2ccccc2)nc2c(c1-c1cccnc1)CCCC2,-4,-17
CCCCCCN1C[C@@H](O)[C@H](n2cc(-c3ccc(F)cc3)nn2)C[C@@H]1c1ccc(C)cc1,2,-16
COc1cccc2cc(C(=O)Nc3nc(C)cs3)oc12,-1,-13
CCn1cc(C2=CCN(C(=O)NCc3cccc(F)c3)CC2)c2cccnc21,-3,13
COc1ccc(C2SCCN2S(=O)(=O)c2ccc(Cl)c(Cl)c2)cc1[N+](=O)[O-] (stereo not drawn),2,17
O=C(Nc1nnc(C2CCCCC2)s1)C(F)(F)F,-2,11
CCc1ccc(C2Nc3ccccc3NC3=C2C(=O)CC(c2ccc(OC)c(OC)c2)C3)cc1 (stereo not drawn),-16,43
Oc1oc(-c2ccccc2Br)nc1C=Nc1ccc(F)cc1,3,13
COc1ccc(C2=NN(C(=O)CCCC(=O)O)C(c3ccc(Br)cc3)C2)cc1 (stereo not drawn),-3,3
CC(C)Cc1ccc(C#N)c(SCc2nnc(-c3ccc([N+](=O)[O-])cc3)o2)n1,0,5
CCOc1ccc(C(=O)Nc2c3c(nn2-c2ccc(OC)cc2)CSC3)cc1OCC,-8,28
CC(C)N(CC1COc2ccccc2C1)C(=O)c1cccs1 (stereo not drawn),-5,-31
COc1ccc(Cl)cc1C(=O)Nc1cccc(NC(C)=O)c1,1,20
O=C(CCSCc1ccccc1Cl)N1CCN(c2ccccn2)CC1,-7,11
COc1ccc(C2CC(=O)C3=C(C2)Nc2ccccc2NC3c2ccc([N+](=O)[O-])cc2)cc1OC (stereo not drawn),-4,32
Oc1cccc(Nc2nc(-c3ccccc3)cs2)c1,-2,33
COc1ccc(NC(=O)COc2ccc([N+](=O)[O-])cc2)cc1,-2,3

# 4 records drawn at random from the list so far:
SMILES,Pf apPOL inh,mHTT CaM bind
COc1cccc2cc(C(=O)Nc3nc(C)cs3)oc12,-1,-13
CC(C)Cc1ccc(C#N)c(SCc2nnc(-c3ccc([N+](=O)[O-])cc3)o2)n1,0,5
Oc1oc(-c2ccccc2Br)nc1C=Nc1ccc(F)cc1,3,13
CCOc1ccc(C(=O)Nc2c3c(nn2-c2ccc(OC)cc2)CSC3)cc1OCC,-8,28

# The order is random; overall some 3.7% were active at least once.
